RAD52 anneal inh = blocks human RAD52 DNA annealing; inhibition, % at 18.7 µM; hit rate 0.46% among 360,000; P43351; recombinant RAD52 DNA annealing, FRET fluorescence;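 active = every replicate showing at least 50% inhibition; inconclusive = mean inhibition at least 50% but not in every replicate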
Target sequence (P43351 whole entry, looked up): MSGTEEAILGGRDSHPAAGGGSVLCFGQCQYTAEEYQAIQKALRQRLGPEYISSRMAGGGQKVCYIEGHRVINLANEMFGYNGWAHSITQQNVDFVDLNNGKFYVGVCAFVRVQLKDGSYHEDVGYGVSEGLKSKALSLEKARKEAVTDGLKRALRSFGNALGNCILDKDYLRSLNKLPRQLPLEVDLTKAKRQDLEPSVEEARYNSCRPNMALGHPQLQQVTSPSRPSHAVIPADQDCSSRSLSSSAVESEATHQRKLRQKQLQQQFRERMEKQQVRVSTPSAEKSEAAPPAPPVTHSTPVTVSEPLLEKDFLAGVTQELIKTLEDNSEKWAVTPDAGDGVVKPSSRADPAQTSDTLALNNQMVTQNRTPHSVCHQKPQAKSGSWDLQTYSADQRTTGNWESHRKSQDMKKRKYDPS
Xi reactivation = X-chromosome reactivation activator. XiGFP mouse fibroblasts, % GFP-positive cells imaging, 3 d; cells co-treated with 5-aza-dC sensitizer; scaled so ellipticine positive control = 100%. activation, % at 7.58 µM. hit rate 0.055% among 360,000;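 active = mean normalized replicate activation at least 10% and every replicate at or above 10%; inconclusive = only one of the two criteria met; inactive = mean below 10% and not all replicates reach 10%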;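 note: 0% = median of on-plate neutral control wells and 100% = ellipticine 6 µM median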
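Assay system: SV40-immortalized XiGFP fibroblast cells, line 68-5-11; buffer or medium: DMEM plus 5-aza-dC sensitizer; compound: one concentration, pinned; timing: compounds 3 days, fix/stain 15 min at room temperature; benchmarks: positive control ellipticine, 6 µM final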
ERAP1 HTS inh = inhibitors of human ERAP1 aminopeptidase; Q9NZ08; hit rate 0.15% among 340,000; recombinant ERAP1, Leu-AMC fluorescence, 60 min; AID 652197; inhibition, % at 10.7 µM;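 active = mean replicate inhibition of at least 30%, or all replicates individually reaching that 30% level; inactive = mean below 30% and not every replicate reaching it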;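 note: 0% = neutral control wells and 100% = L-leucinethiol positive control wells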
esBAF inh = blocks esBAF chromatin remodeling in mouse ES cells | hit rate 2% among 350,000 | Bmi1-luciferase knock-in reporter, 24 h; 100% = twice the neutral-well signal | reporter increase, % at 12.5 µM; in the data active = activation above about 40%; inconclusive = no clear call, values can overlap the other calls;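 note: 0% = median of the plate's neutral control wells and 100% = double that signal; a rise in the Bmi1 reporter signal indicates esBAF inhibition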
S100A4 inh HTS = S100A4-myosin IIA interaction inhibition | S100A4/TAMRA-MyoIIA peptide fluorescence polarization | P26447 | hit rate 0.14% among 360,000 | inhibition, % at 10.7 µM | AID 652163;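 active = mean inhibition of at least 70% across replicates, with every replicate also reaching that level; inconclusive = mean inhibition reaches 70% but some replicates fall short; inactive = mean inhibition below 70%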
Target sequence (P26447 whole entry, looked up): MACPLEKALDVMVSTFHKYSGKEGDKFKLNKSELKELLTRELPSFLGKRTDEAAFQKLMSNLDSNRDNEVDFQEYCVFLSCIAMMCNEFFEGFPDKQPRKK
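incubation = readout 5 min after mixing, signal stable up to 60 min | system = S100A4 monomer protein | buffer or medium = HEPES pH 7.2 with CaCl2, KCl, NaCl, DTT, Triton | benchmarks = neutral control DMSO, positive control TFP | also added = fluorescent myosin IIA peptide, 5 nM | compound dosing = one concentration per compound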
RAD54 inh = RAD54 (human) branch migration inhibition; RAD54 Holliday junction branch migration, FAM/BHQ fluorescence; inhibition, % at 10.4 µM; hit rate 0.14% among 360,000; AID 602329;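 active = mean normalized replicate activity at least 40 and at least half of replicates scoring 40 or more; inconclusive = only one of the two criteria met; inactive = mean below 40 and under half of replicates reaching 40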;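 note: 0% = median of neutral control wells and 100% = median of positive control wells; inhibitors cause a drop in the FAM fluorescence signal; in these data hits start at about 50%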
ERp5 block = blocks human ERp5 reductase activity on insulin; hit rate 0.05% among 350,000; ERp5 insulin aggregation, absorbance 650 nm, 90 min; Q15084; inhibition, % at 9.99 µM; AID 651711;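 active = mean replicate inhibition above about 25%, with every replicate also reaching it, limit read from the data, passing the limit was not always enough; inconclusive = only one of those two criteria met; inactive = neither criterion met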
Target sequence (Q15084 whole entry, looked up): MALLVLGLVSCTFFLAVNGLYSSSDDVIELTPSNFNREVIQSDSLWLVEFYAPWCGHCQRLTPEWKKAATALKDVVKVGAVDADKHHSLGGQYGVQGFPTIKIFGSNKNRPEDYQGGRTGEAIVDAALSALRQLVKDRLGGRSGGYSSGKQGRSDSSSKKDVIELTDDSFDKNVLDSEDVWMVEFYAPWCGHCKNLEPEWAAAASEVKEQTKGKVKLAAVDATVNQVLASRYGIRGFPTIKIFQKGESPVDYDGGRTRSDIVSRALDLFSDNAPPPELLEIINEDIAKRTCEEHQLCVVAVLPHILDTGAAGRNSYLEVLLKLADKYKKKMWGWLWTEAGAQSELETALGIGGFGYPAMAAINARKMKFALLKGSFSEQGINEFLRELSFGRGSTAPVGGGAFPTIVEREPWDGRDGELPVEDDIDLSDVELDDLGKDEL
E-sel inducer = E-selectin induction on HUVECs | HUVEC E-selectin immunofluorescence imaging; normalized: neutral wells 0, TNF-alpha wells 100 | activation, % at 7.58 µM | hit rate 0.37% among 260,000 | P16581 | AID 686992;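 active = mean E-selectin-positive cell signal at least 10% of the positive control, reached in at least 60% of replicates, without over 20% cell loss; inconclusive = no rule given, readout overlaps actives, possibly toxicity-flagged; inactive = the rest, including those meeting only one limit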;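 note: in these data hits start at about 27%; measured in HUVEC primary endothelial cells; signal is the percent of cells scored E-selectin positive by PE staining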
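Test system: HUVEC; input: 3,000 HUVEC/well; measured by: immunofluorescence imaging; read-out: % PE-positive cells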
* = called active by the depositor; u = inconclusive; x = not tested or not shown; & = joins results of further samples.

mol | RAD52 anneal inh | Xi reactivation | ERAP1 HTS inh | esBAF inh | S100A4 inh HTS | RAD54 inh | ERp5 block | E-sel inducer
O=C(Nc1ccccc1)C1=C[C@H](C2CCCCC2)C[C@H](OCc2ccc(CO)cc2)O1 | -10&-24 | 0.0 | 1&6 | 3 | 20&-6 | 2&-4 | -1&3 | 0.1
NS(=O)(=O)c1ccc(CCNC(=O)CCCn2c(SCC(=O)N3CCCC3)nc3ccsc3c2=O)cc1 | -15 | 0.4 | 10 | x | -1 | x | -3 | 2.2
Cc1ccc(S(=O)(=O)N/N=C(\c2ccccc2)c2cccnc2)cc1 | -4 | 0.3 | 3 | 0 | 3 | 9 | 12 | x
C=CCCC(=O)N1C[C@H]2CON(C)[C@H]2C[C@H]1c1ccc(-n2ccnc2)cc1 | -27 | 0.1 | x | 2 | 0 | 3 | -3 | 3.8
COC(=O)CNC(=O)C1Cc2ccccc2CN1S(=O)(=O)c1cccs1 (centres undefined) | -7 | -0.1 | 0 | 1 | -3 | -17 | 2 | x
Cc1cccc2[nH]c(CCNC(=O)C3CCC(=O)N(CCc4cccc(F)c4)C3)nc12 (centres undefined) | -13 | 0.1 | 0 | -6 | -8 | 5 | -8 | x
CCC(NC(=O)CNC(=O)c1ccc2c(c1)OCO2)c1ccc(Br)cc1 (centres undefined) | -15 | 0.1 | -1 | x | -4 | x | -13 | 0.0
O=C(CN1CCOCC1)N[C@H]1CC[C@@H](CCNC(=O)C2CCCCC2)O[C@H]1CO | -8 | -0.2 | -4 | -2 | -4 | 2 | -6 | 0.0
O=C(NCCc1ccccc1)/C(=C\c1cccc([N+](=O)[O-])c1)NC(=O)c1ccco1 | -6 | 0.0 | 4 | x | -2 | -14 | 8 | -0.6
Cc1ccc2nc(NCCc3ccc(Cl)cc3)c3nncn3c2c1 | -27 | 0.2 | -1 | -4 | 0 | 4 | 0 | -0.3
O=C(COC(=O)/C=C/c1ccc(Br)o1)Nc1cccc(S(=O)(=O)N2CCOCC2)c1 | -38 | 0.0 | 1 | 3 | 7 | -3 | 1 | -0.1
COc1ccccc1NC(=O)C(C)Sc1nc2ccccc2c(=O)n1CC1CCCO1 (centres undefined) | -4 | -0.1 | -3 | x | 3 | -8 | 3 | -0.2

Quoted at random: four records from the list, in no set order.
mol | RAD52 anneal inh | Xi reactivation | ERAP1 HTS inh | esBAF inh | S100A4 inh HTS | RAD54 inh | ERp5 block | E-sel inducer
COc1ccccc1NC(=O)C(C)Sc1nc2ccccc2c(=O)n1CC1CCCO1 (centres undefined) | -4 | -0.1 | -3 | x | 3 | -8 | 3 | -0.2
COC(=O)CNC(=O)C1Cc2ccccc2CN1S(=O)(=O)c1cccs1 (centres undefined) | -7 | -0.1 | 0 | 1 | -3 | -17 | 2 | x
CCC(NC(=O)CNC(=O)c1ccc2c(c1)OCO2)c1ccc(Br)cc1 (centres undefined) | -15 | 0.1 | -1 | x | -4 | x | -13 | 0.0
O=C(CN1CCOCC1)N[C@H]1CC[C@@H](CCNC(=O)C2CCCCC2)O[C@H]1CO | -8 | -0.2 | -4 | -2 | -4 | 2 | -6 | 0.0

Further structures:
mol | RAD52 anneal inh | Xi reactivation | ERAP1 HTS inh | esBAF inh | S100A4 inh HTS | RAD54 inh | ERp5 block | E-sel inducer
O=C(Nc1ccc(S(=O)(=O)Nc2ncccn2)cc1)c1ccccc1NS(=O)(=O)c1ccc(Cl)cc1 | -16 | -0.1 | 1 | x | 4 | -4 | -7 | 1.9
COc1ccc(S(=O)(=O)N2CC[C@@H]3[C@H]2c2cc(-c4ccc(C#N)cc4)ccc2N[C@@H]3CO)cc1 | -117 | -0.1 | 1 | -20 | 49 | -3 | 0 | -0.6
Fc1ccc(N2CCN(Cc3cnc(N4CCOCC4)s3)CC2)cc1 | -11 | 0.1 | 5 | x | -3 | x | -1 | x
O=[n+]1cc(-c2ccc(Cl)cc2)n([O-])c2c1CCCCC2 | -6 | 0.0 | 0 | x | 3 | x | 3 | -0.3
CCOC(=O)C1(Cc2cccc(F)c2)CCN(C(=O)Cn2cnnn2)CC1 | 6 | 0.6 | -3 | x | -5 | x | -5 | -0.3
O=C(NCC(c1ccco1)N1CCCC1)c1ccc(S(=O)(=O)Nc2ccccc2F)cc1 (centres undefined) | -14 | -0.1 | 2 | x | 2 | 1 | -1 | -1.5
CCOC(=O)c1c(NC(=S)NC(=O)/C=C/c2cccs2)sc(C)c1C | -11 | 0.2 | -1 | x | -1 | x | -5 | -2.6
CC(C)(C)C(=O)C(C(c1ccccc1)N1CCOCC1)N1CCOCC1 (centres undefined) | -2 | -0.1 | -5 | -7 | -1 | -2 | 6 | 0.8
O=C(NCCc1cnc[nH]1)Nc1cccc(C(F)(F)F)c1 | 7 | 0.1 | -1 | -2 | 1 | 1 | 6 | x
Cc1ccccc1NC(=O)Nc1nnc([C@@H]2C[C@H](O)[C@@H](CO)O2)s1 | -4 | -0.1 | 0 | 8 | -1 | 4 | 2 | 8.1
c1ccc(-c2cc3nccc(-c4ccccn4)n3n2)cc1 | -8 | -0.1 | 5 | x | -1 | x | -7 | x
CCc1nnc(NC(=O)CSc2nnc3nc(C)cc(C)n23)s1 | -9 | 0.3 | 0 | -4 | -11 | 4 | 1 | x

Further results follow.
mol | RAD52 anneal inh | Xi reactivation | ERAP1 HTS inh | esBAF inh | S100A4 inh HTS | RAD54 inh | ERp5 block | E-sel inducer
C[C@@H]1CN([C@H](C)CO)C(=O)c2cc(NC(=O)Nc3ccccc3)ccc2O[C@@H]1CN(C)C | -19 | 0.2 | 1 | -5 | -17 | -7 | 5 | -2.8
CC1(C(=O)NS(=O)(=O)c2ccccc2)CCN1C(=O)C1(c2ccc(Cl)cc2)CC1 (centres undefined) | -3 | 0.1 | 1 | 9 | 6 | -4 | 2 | 0.0
CN1CCN(C(=O)C[C@@H]2CC[C@@H]3[C@@H](COc4ccc(NC(=O)C5CC5)cc4C(=O)N3C)O2)CC1 | 1 | 1.8 | 0 | -5 | -7 | 1 | 4 | 0.1
O=C(CCC1CCCN(C(=O)c2cccnc2)C1)NCc1ccccc1F (centres undefined) | -3 | 0.0 | 1 | x | -1 | -14 | 1 | -0.2
O=C(Nc1cccc(Cl)c1)N[C@@H]1CC[C@@H](CCn2cc(Cc3ccccc3)nn2)O[C@@H]1CO | -4 | 0.4 | 0 | 8 | 12 | 5 | -1 | 0.7
CC(=O)NCC1(O)CCCC(C)C1 (centres undefined) | -15 | -0.1 | -3 | x | 1 | x | -5 | 3.3
CCCC1(c2ccccc2)NC(=O)N(CC(=O)NCc2ccc(OC)cc2)C1=O (centres undefined) | -21 | -0.1 | -3 | -2 | -4 | 1 | 3 | 0.0
CC1CCCC(C)N1CCCNC(=O)c1cc2c(=O)n(C)c3ccccc3c2n1C (centres undefined) | 7 | 0.1 | x | -3 | 0 | 38 | 1 | 0.4
C/C(=N\NC(=O)CSc1nc2ccccc2o1)c1ccc(O)cc1 | -12 | 0.1 | 0 | 32 | -4 | -2 | 1 | x
Cc1ccc(C)c(C(=O)CN2C(=O)c3ccccc3C2=O)c1 | -1 | 0.0 | 1 | 6 | 10 | -3 | 3 | -0.1
Cc1ccc2nc(C)cc(N/N=C/c3cccc(O)c3)c2c1 | -29 | 0.1 | 2 | 5 | -2 | 10 | 3 | x
CS(=O)(=O)c1ccc(Nc2nc(C(N)Cc3ccc(C(F)(F)F)cc3)cs2)cc1 (centres undefined) | -25 | 0.2 | 2 | -6 | 8 | 6 | 3 | 0.0

Carrying on:
Results follow in this order: RAD52 anneal inh, Xi reactivation, ERAP1 HTS inh, esBAF inh, S100A4 inh HTS, RAD54 inh, ERp5 block, E-sel inducer
> O=C(Cn1cnc2c(NCc3ccccc3)ncnc21)NCCCc1ccccc1
→ -10, -0.3, 0, 2, 1, 0, 1, 0.6
> COc1cccc(N2CCN(c3ncnc4c3cnn4-c3ccc(C)cc3C)CC2)c1
→ -15, 0.1, 4, 7, 20, -12, -2, 0.3
> COCCn1c(C)cc(C(=O)CN2C(=O)NC3(CCCCCCC3)C2=O)c1C
→ -22, x, -8, u, -3, -17, 2, x
> CC(C)C#Cc1cnc2c(c1)C(=O)N([C@H](C)CO)C[C@H](C)[C@H](CN(C)C(=O)Nc1cccc(F)c1)O2
→ 21, 0.0, 3, -18, 7, 2, 3, -0.1
> O=C(NCCCl)Nc1cccc(Br)c1
→ -5, -0.1, -1, x, -5, x, -8, 6.5
> COc1ccc(N2CCN(S(=O)(=O)c3ccc(C(=O)NC4CCCC4)cc3)CC2)cc1
→ 5, x, -2, -5, 0, 2, -4, x
> COc1cc(NC(=O)COC(=O)CC2CC3CCC2C3)cc(OC)c1 (centres undefined)
→ -22, 0.3, -3, -4, 5, 2, 7, 0.3
> CCCCC(=O)Nc1ccc(C(=O)NNC(=O)c2ccco2)cc1
→ -5, x, -1, -5, 4, 1, 0, x
> Cc1c(N=O)c(-c2ccccc2)n(O)[n+]1[O-]
→ -15, 0.4, 0, -2, -5, -10, 1, -0.4
> COC(=O)c1cc(CN2CCN(c3ccccc3C)CC2)ccc1O
→ -10, x, 2, -8, 0, -5, 5, x
> O=C(Nc1ccc(-c2ccccc2)cc1)[C@@H]1[C@@H](CO)[C@@H]2Cn3c(cccc3=O)[C@H]1N2Cc1cccnc1
→ 2, 0.0, -4, 5, 7, -16, -4, 0.0
> CCCCCN(C(=O)CCC(=O)OCc1cc(C(C)=O)ccc1OC)c1c(N)n(CCCC)c(=O)[nH]c1=O
→ -15, 0.0, -5, x, -4, x, -4, 0.3
> C[C@@H]1CCCCO[C@H](CN(C)C(=O)Nc2ccc(F)cc2)[C@H](C)CN([C@H](C)CO)C(=O)c2cc(NS(C)(=O)=O)ccc2O1
→ 1, -0.7, -2, -1, 5, 5, -6, 0.2
> CCOc1ccc(N2CC(C(=O)Nc3cccc(S(=O)(=O)N4CCCC4)c3)CC2=O)cc1 (centres undefined)
→ 11, -0.1, 0, 6, -1, x, -3, 0.1
> COc1cc(NC(=O)CCN2CCN(CCO)CC2)cc(OC)c1
→ -8, 0.2, -1, -2, -1, 2, 0, x
> CC1CCN(c2ccccc2NC(=O)c2ccc(C#N)cc2F)CC1
→ -2, 0.1, -1, x, 29, x, 2, x
> O=C(C[C@@H]1CC[C@@H]2NC[C@H](O)COC[C@H]2O1)Nc1ccc(-c2ccccc2)cc1
→ x, 0.0, x, 1, x, 2, x, 0.2
> CN(Cc1ccccc1)C(=O)CCn1c(=O)c2cccn2c2cccnc21
→ -6, 0.0, 1, -4, -5, 7, 2, 7.5

High-throughput results (PubChem)
